Screening data (PubChem)
HCMV inh – human cytomegalovirus inhibition; HFF cells, HCMV-luciferase reporter, 72 h; stronger effect = lower value; activity change, negative = inhibition, % at 57.5 µM; 410,000 tested, 4.5% active; AID 1259415; in the data active = activity change below about -60%; inconclusive = no clear call, values can overlap the other calls; inactive = above about -39%
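Luciferase read-out from HCMV-luciferase-infected HFFs (MOI 1 PFU/cell) 72 h post infection at 37C; compounds added after 16 h cell attachment; activity normalized between buffer-only basal and Salinomycin (10uM) inhibitor controls.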
An asterisk follows results filed as active. % is scaled to controls: 0 for no effect and ±100 for the full control effect. The list is partial (hit frequency here may not be typical).

COc1ccccc1S(=O)(=O)N(C)C[C@H]1Oc2cc(Br)ccc2S(=O)(=O)N([C@@H](C)CO)C[C@H]1C was read as HCMV inh 7.9.
Screening Cc1ccc(NC(=O)C2(C)CCN2C(=O)C2(c3ccc(Cl)cc3)CC2)cc1 (stereo not drawn) returned HCMV inh -18.1.
Screening COc1ccc2c(c1)c[n+](C)c1c3cc(OC)c(OC)cc3ccc21 returned HCMV inh -96.3*.
`CCN(CC)C(=O)C1=C(C)N(Cc2ccccc2)C(=O)C(CC(=O)NCc2cccs2)C1` (stereo not drawn) gave HCMV inh -30.7.
Screening O=C(O)C(=O)Nc1ncn[nH]1 returned HCMV inh 5.3.
For CN(Cc1cccs1)[C@H]1CC[C@@]23CCCN2C(=O)CCC[C@H]3[C@H]1Cc1ccccc1 the results were HCMV inh -35.2.
Screening C[C@@H]1CCCCO[C@@H](CN(C)S(=O)(=O)c2cn(C)cn2)[C@@H](C)CN([C@H](C)CO)C(=O)c2cc(N(C)C)ccc2O1 returned HCMV inh -11.0.
For Cc1ccc(CNC(=O)OC2CC3CC2[C@H]2CCCCN2C3=O)cc1 (stereo partly drawn) the results were HCMV inh -1.2.
`O=C(CC[C@H]1O[C@@H](n2cnc3c(NC(=O)c4ccccc4)ncnc32)[C@H](O)[C@@H]1O)NCc1nc2ccccc2[nH]1` gave HCMV inh 22.6.
Screening CC1(C(=O)NS(=O)(=O)c2cccc(OC(F)F)c2)CCN1C(=O)c1ccccc1 (stereo not drawn) returned HCMV inh 1.9.
For CC(C)C[C@H]1CNC(=S)N1CC1CCCN1C[C@H](Cc1ccccc1)N1C[C@H](Cc2ccccc2)N(CC2CCCCC2)C1=S (stereo partly drawn) the results were HCMV inh 23.6.
`Clc1ccc(-c2nc3c4ccccc4ccn3c2Cc2cccc(Cl)c2)cc1` gave HCMV inh 44.8.
For O=C(NC1CCCC1)C1c2ccccc2OCC(=O)N1Cc1ccccc1 (stereo not drawn) the results were HCMV inh -4.3.
`Cc1cnc(C(=O)Nc2c(-c3ccccc3)[nH][nH]c2=O)cn1` gave HCMV inh -10.2.
CSc1c2c([nH]c(=O)c1C#N)-c1ccccc1CC2 was read as HCMV inh 0.9.
Screening COC(=O)c1cc(OC)c(OC)cc1NC(=O)CCN1C(=O)C2CCCCC2C1=O (stereo not drawn) returned HCMV inh -28.5.
`O=C(NC(c1ccccc1)c1ccc2ccccc2n1)C1CCN(CCOc2ccc(Cl)cc2)CC1` (stereo not drawn) gave HCMV inh -10.7.
Screening CC1(C)N=C(N)N=C(N)N1c1ccc(OCC(=O)N2CCOCC2)c(Cl)c1 returned HCMV inh -100.5*.
N#CCC(=O)Nc1ccc(C(=O)Nc2cccc(S(=O)(=O)N3CCCC3)c2)cc1 was read as HCMV inh 4.1.
For O=C1c2cc3c(cc2CCC1c1ccc2c(c1)OCO2)OCO3 (stereo not drawn) the results were HCMV inh -9.7.

By substructure: the compounds so far with an NH in an aromatic ring (4)
Screening O=C(O)C(=O)Nc1ncn[nH]1 returned HCMV inh 5.3.
`O=C(CC[C@H]1O[C@@H](n2cnc3c(NC(=O)c4ccccc4)ncnc32)[C@H](O)[C@@H]1O)NCc1nc2ccccc2[nH]1` gave HCMV inh 22.6.
`Cc1cnc(C(=O)Nc2c(-c3ccccc3)[nH][nH]c2=O)cn1` gave HCMV inh -10.2.
CSc1c2c([nH]c(=O)c1C#N)-c1ccccc1CC2 was read as HCMV inh 0.9.

Continuation:
`COc1ccc(C(O)c2ncc(-c3ccc4ccccc4c3)[nH]2)cc1` (stereo not drawn) gave HCMV inh 42.5.
OC[C@@H]1CN(Cc2cccc(C(F)(F)F)c2)C[C@H](n2cnc3c(NCc4ccc(F)cc4)ncnc32)O1 was read as HCMV inh -29.9.
`CCCN(C)C1CN(Cc2cn(CCCC(=O)OC)nn2)S(=O)(=O)C1` (stereo not drawn) gave HCMV inh -13.0.
`Cc1ccc(NC(=O)C2(C)CCN2C(=O)Cc2ccc(C(C)C)cc2)cc1` (stereo not drawn) gave HCMV inh -34.9.
Screening CCOC(=O)c1c(C)[nH]c(C(=O)OCc2nc3ccsc3c(=O)[nH]2)c1C returned HCMV inh 7.9.
`O=C(OC1CC2CC1[C@H]1CCCCN1C2=O)N1CCN(S(=O)(=O)c2ccccc2)CC1` (stereo partly drawn) gave HCMV inh -11.9.
CCCc1ccc(S(=O)(=O)N2CCN(C(=O)c3cc(C)on3)CC2)cc1 was read as HCMV inh -15.1.
`CC1(Cc2ccccc2Cl)C(=O)Nc2c(Cl)ccc(Cl)c21` (stereo not drawn) gave HCMV inh inconclusive.
COc1ccc(C(C(=O)NC2CCCCC2)n2c(=O)c(-c3ccco3)nc3ccccc32)cc1 (stereo not drawn) was read as HCMV inh 123.4.
`OC(c1ccco1)c1nc(-c2cccs2)cs1` (stereo not drawn) gave HCMV inh 46.2.
Screening Fc1ccc2cc(C3=CCCCC3)ncc2c1 returned HCMV inh -94.7*.
COc1ccc(-n2c(C)c3c(C)nnc(C)c3c2C)cc1OC was read as HCMV inh -60.2*.
Screening Cc1ccc(S(=O)(=O)NCc2cccc([N+](=O)[O-])c2)cc1 returned HCMV inh -24.9.
For COc1ccc(C2=Nc3ccccc3N(C(=O)c3ccncc3)C2C(=O)NC(C)(C)C)cc1 (stereo not drawn) the results were HCMV inh 69.6.
Screening Cn1c(=O)c2cc(NC(=O)NCc3ccc(F)cc3)ccc2n1Cc1cccc(C(F)(F)F)c1 returned HCMV inh 7.8.
Screening CC(C)NC(=O)C1(C)CSCC(=O)N1C1CCN(Cc2ccccc2)CC1 (stereo not drawn) returned HCMV inh 5.0.
For NCc1csc(Nc2nncc3ccccc23)n1 the results were HCMV inh -6.5.
COC(=O)[C@]12CCCCC=C1N(Cc1cccc3ccccc13)C(=O)[C@H](CC(=O)NCc1cccc(C(F)(F)F)c1)C2 was read as HCMV inh 34.8.
Screening COc1cccc(CNc2nc3cc(-c4csc5ccccc45)sc3c(=O)n2C)c1 returned HCMV inh 24.1.
For COc1cc(OC)cc(-c2c(Sc3ccccc3)c3cc(-c4cnc(OC)nc4)ccc3n2C)c1 the results were HCMV inh -33.6.
`Nc1[nH]c(C(=O)c2ccccc2)c(-c2ccc(Cl)cc2Cl)c1C(=O)c1ccc(Cl)cc1` gave HCMV inh -6.3.
Screening CCOC(=O)[C@]12CCC=C1N(CCC1=CCCCC1)C(=O)[C@H](CC(=O)NCc1ccc(C)o1)C2 returned HCMV inh -0.4.
Screening CC(C)(C)NC(=O)C(c1ccncc1)n1c(-c2ccc(C(F)(F)F)cc2)nc2ccccc21 (stereo not drawn) returned HCMV inh 63.1.
COc1ccc(C2=Nc3ccccc3NC(=O)C2N(C(=O)c2cnc(C)cn2)c2ccc(N3CCOCC3)cc2)cc1 (stereo not drawn) was read as HCMV inh 22.7.
NNC(=O)Cc1cccc2ccc(Cl)cc12 was read as HCMV inh -30.4.
For COc1ccc(C(c2nnnn2-c2ccc(OC)cc2)N2CCC(n3c(=O)[nH]c4ccccc43)CC2)cc1 (stereo not drawn) the results were HCMV inh -60.7*.
`Cc1ccc(Cc2c(-c3ccc(Br)cc3)nc3ccc(Cl)cn23)cc1` gave HCMV inh -7.4.
Cc1ccc2cc(NC(=O)C3(C)CCN3CC(C)C)ccc2n1 (stereo not drawn) was read as HCMV inh -29.6.
Screening Cn1c(=O)c2c(-c3ccccc3)n(-c3ccccc3N)cc2n(C)c1=O returned HCMV inh -26.6.
CCCCCC(=O)N1C[C@@H](n2cc(C3CC3)nn2)[C@H](O)C[C@@H]1c1ccccc1 was read as HCMV inh 2.8.
For COc1cc(OC)c(C(=O)Nc2cc(S(=O)(=O)N3CCOCC3)ccc2N2CCOCC2)cc1OC the results were HCMV inh 77.0.
Screening COC1OC(COCc2ccccc2)C2OC(C)(C)OC2C1O (stereo not drawn) returned HCMV inh -22.7.
Screening COc1ccc(CCN2C(=O)CSCC2(C)C(=O)Nc2ccc3c(c2)OCCO3)cc1OC (stereo not drawn) returned HCMV inh 5.2.
`CC1(c2nc3ccccc3cc2C#N)OCCO1` gave HCMV inh -19.6.
`CC(C)CC1NC(=O)c2cccnc2-n2c1nc1cc(F)c(F)cc1c2=O` (stereo not drawn) gave HCMV inh -4.1.
For CNc1ccc(-c2cccc(C#N)c2)cn1 the results were HCMV inh -28.5.
`O=C(NCCN1CCC(n2c(=O)[nH]c3ccccc32)CC1)c1cccc(F)c1` gave HCMV inh -4.4.
Cc1ccc2nc(-c3cccc(Cl)c3)c(Cc3cccc(Cl)c3)n2c1 was read as HCMV inh 32.7.
`COc1ccccc1N(C)S(=O)(=O)c1ccc(C(=O)N(C)Cc2cccc(OC)c2OC)cc1` gave HCMV inh inconclusive.
Cc1cc(F)ccc1-c1cc(C(=O)Nc2ccc(F)cc2)[nH]n1 was read as HCMV inh 56.6.
For O=[N+]([O-])c1cc2c(c([N+](=O)[O-])c1)Nc1ccccc1O2 the results were HCMV inh inconclusive.
For Cc1cccc(NC(=O)CNC(=O)[C@@H](Cc2ccccc2)NC(=O)[C@H]2O[C@@H](n3ccc(N)nc3=O)[C@H](O)[C@@H]2O)c1C the results were HCMV inh 31.6.
For COc1ccccc1-c1noc2c1C(=O)N(C(=O)OC(C)(C)C)CC2 the results were HCMV inh -4.5.
O=S1(=O)CC(N2CCC(c3ccccc3)CC2)CN1Cc1ccccc1 (stereo not drawn) was read as HCMV inh 10.8.
`CCOC(=O)C1=CCC(c2ccccc2)N(S(=O)(=O)c2ccccc2[N+](=O)[O-])C1` (stereo not drawn) gave HCMV inh -24.3.
For C(=NNc1ccc2ccccc2n1)c1ccccn1 the results were HCMV inh -100.9*.
`CCC(C)C(=O)O[C@@H]1[C@H](OC(C)=O)c2c(ccc3ccc(=O)oc23)OC1(C)C` (stereo partly drawn) gave HCMV inh -33.2.
For CC(C)C[C@@H](CN1CCC[C@@H]1CN1C(=S)NC[C@@H]1Cc1ccc(O)cc1)N1C[C@H](Cc2ccc(O)cc2)N(CC2CCCCCC2)C1=S the results were HCMV inh -100.5*.
For O=C(C[C@@H]1CC[C@@H]2[C@H](COC[C@@H](O)CN2Cc2cc(F)ccc2F)O1)NCc1ccc(F)cc1 the results were HCMV inh -21.7.
CC(C)N(c1ccccc1)c1ccc(NC(=O)[C@@H]2O[C@H](CO)[C@@H](O)[C@H]2O)cc1 was read as HCMV inh 9.4.
COCCNC(=O)C1(C)CCN(C(=O)c2nc(C)oc2C)C1 (stereo not drawn) was read as HCMV inh 30.9.
CC(C)CC(N)c1csc(NC(=O)Nc2ccccc2C(C)C)n1 (stereo not drawn) was read as HCMV inh 8.8.
For Cc1ccccc1S(=O)(=O)NC(=O)C1(C)CCN1C(=O)Cc1ccccc1Cl (stereo not drawn) the results were HCMV inh -4.5.
For Cc1ccc(S(=O)(=O)N2C3CCCCC3O[C@H]2CC(=O)OCc2ccccc2)cc1 (stereo partly drawn) the results were HCMV inh -25.7.
`CCCNC(=O)C1(C)CCCN(C(=O)c2c(F)ccc(C)c2F)C1` (stereo not drawn) gave HCMV inh 5.8.
`Cc1cc(C(F)(F)F)c2c(N)c(C(=O)NCc3ccc(Cl)cc3)sc2n1` gave HCMV inh -30.0.
CCCCNC(=O)c1nc(C2CCN(S(=O)(=O)c3cccc(C(F)(F)F)c3)CC2)oc1-c1ccccc1 was read as HCMV inh -12.0.
For Cc1ccc(-c2cn(CCC(N)=O)c(=O)cn2)cc1 the results were HCMV inh inconclusive.
CCOc1ccc2nc(N/C(N)=N/S(=O)(=O)c3ccc(C)cc3)nc(C)c2c1 was read as HCMV inh 1.3.
Screening CC1(C(=O)NS(=O)(=O)c2ccccc2Cl)CCN1C(=O)COc1ccc(Cl)cc1 (stereo not drawn) returned HCMV inh 16.0.

Ordered by formula weight (rising): 3 of the compounds above.
COCCNC(=O)C1(C)CCN(C(=O)c2nc(C)oc2C)C1 (stereo not drawn) was read as HCMV inh 30.9.
`CCOC(=O)C1=CCC(c2ccccc2)N(S(=O)(=O)c2ccccc2[N+](=O)[O-])C1` (stereo not drawn) gave HCMV inh -24.3.
For O=C(C[C@@H]1CC[C@@H]2[C@H](COC[C@@H](O)CN2Cc2cc(F)ccc2F)O1)NCc1ccc(F)cc1 the results were HCMV inh -21.7.

Fetched by structure from above:
`Cc1cc(C(F)(F)F)c2c(N)c(C(=O)NCc3ccc(Cl)cc3)sc2n1` gave HCMV inh -30.0.
For O=[N+]([O-])c1cc2c(c([N+](=O)[O-])c1)Nc1ccccc1O2 the results were HCMV inh inconclusive.

In the list so far, 3 have a tert-butyl group.
For COc1ccc(C2=Nc3ccccc3N(C(=O)c3ccncc3)C2C(=O)NC(C)(C)C)cc1 (stereo not drawn) the results were HCMV inh 69.6.
Screening CC(C)(C)NC(=O)C(c1ccncc1)n1c(-c2ccc(C(F)(F)F)cc2)nc2ccccc21 (stereo not drawn) returned HCMV inh 63.1.
For COc1ccccc1-c1noc2c1C(=O)N(C(=O)OC(C)(C)C)CC2 the results were HCMV inh -4.5.

Next part:
`CN(C)c1cccc(Nc2cc3c(cn2)cc(-c2cnn(C)c2)n3Cc2ccccc2)c1` gave HCMV inh inconclusive.
Screening O=C(NCCC1=CCCCC1)c1[nH]c(C(F)(F)F)nc1-c1ccccc1 returned HCMV inh inconclusive.
`CCCn1c(SCC(=O)Nc2cc(C)on2)nc2c1c(=O)n(C)c(=O)n2C` gave HCMV inh 19.4.
COC(=O)C[C@@H]1C=C[C@@H](NC(=O)c2cccnc2)[C@@H](CO)O1 was read as HCMV inh -9.7.
For Cc1ccc(S(=O)(=O)N2[C@H](CC(=O)c3ccc(F)cc3)OC[C@@H]2C)cc1 the results were HCMV inh -6.8.
Screening CC(=O)C1=CCN(C)CC1 returned HCMV inh -33.7.
`CN(C)CCN(C(=O)c1ccc2ccccc2c1)c1nc2cc3c(cc2s1)OCO3` gave HCMV inh -1.6.
For CC(C)C[C@@H]1Cc2[nH][nH]c(=O)c2[C@H](C)O1 the results were HCMV inh -7.6.
`COc1ncnc2c1ncn2CCCNCc1ccccc1` gave HCMV inh -9.5.
CCCC(=O)N1CCC1(C)C(=O)NS(=O)(=O)c1ccccc1Cl (stereo not drawn) was read as HCMV inh -18.2.
Cc1ccc(NC(=O)C2(C)CCN2Cc2cccc3c2OCO3)cc1O (stereo not drawn) was read as HCMV inh inconclusive.
Screening O=S1(=O)CC(N2CCCCC2)CN1CCc1ccccc1 (stereo not drawn) returned HCMV inh -4.2.
Cc1ccc(C)c(NC(=O)COC(=O)c2c(-c3ccccc3)noc2C)c1 was read as HCMV inh -9.1.
